Compound activity: PubChem BioAssay, Emory University Molecular Libraries Screening Center
14-3-3 PPI = modulators of human 14-3-3 gamma - Raf peptide interaction. inhibition, % at 40 µM. AID 422. P61981. 160,000 tested, 0.19% active. FP, 14-3-3gamma / TMR-pS259-Raf peptide binding; in the data active means inhibition above about 30%;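 further: 0% = protein plus tracer without compound and 100% = blank with tracer alone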
Target sequence (P61981 whole entry, looked up): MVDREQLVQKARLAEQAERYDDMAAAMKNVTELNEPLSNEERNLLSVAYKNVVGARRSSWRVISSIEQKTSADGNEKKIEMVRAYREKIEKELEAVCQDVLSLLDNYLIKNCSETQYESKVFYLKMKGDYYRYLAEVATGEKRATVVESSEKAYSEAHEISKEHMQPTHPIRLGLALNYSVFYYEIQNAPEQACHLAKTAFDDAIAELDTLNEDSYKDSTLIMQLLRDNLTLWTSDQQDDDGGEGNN
An asterisk follows results filed as active; & = joins results of further samples.

SMILES	14-3-3 PPI
CC(=O)N1CCCc2cc(S(=O)(=O)NC(C(=O)NCc3ccc(C)cc3)C(C)C)ccc21 (stereo unspecified)	-1
COCCOC(=O)C1=C(C)N=C2SCCC(=O)N2C1c1ccc(OC(C)=O)cc1 (stereo unspecified)	-9
COc1cc(S(=O)(=O)NC2CCCCC2)ccc1Cl	12
CCc1nnc(NC(=O)c2cnccn2)s1	-12
O=C(Nc1ccc(Cl)cn1)c1ccc(Br)c(S(=O)(=O)N2CCCCC2)c1	-8
CCN(CC)CCNC(=O)Cn1nc(-c2ccccc2)c2ccccc2c1=O	-2
CCn1c(C)nc2c(=O)oc3ccccc3c21	-5
Cc1noc(C)c1COc1cccc(C(=O)OCCOc2ccc(F)cc2)c1	1
CC1=CCC2C(=O)N(c3ccccc3C)C(=O)C2C1 (stereo unspecified)	-2
O=C(O)c1nn(-c2ccc(Cl)cc2)c(=O)c2ccccc12	4
CC(=O)N1CCN(c2ccc(NCc3cccs3)cc2)CC1	17
COc1cccc(C2N(c3cccc(Cl)c3)C(=O)C3CCCN32)c1 (stereo unspecified)	-9
Cc1cccc2nc(NC(=O)c3ccc(Oc4ccccc4)cc3)sc12	-8
CC(C)OC(=O)c1cccc(N2C(=O)C3C4CCC(C4)C3C2=O)c1 (stereo unspecified)	-19
Cn1c(=O)c2c(nc(CN3CCC(Cc4ccccc4)CC3)n2CCN2CCOCC2)n(C)c1=O	-9
Cc1c(C(=O)NCc2cccnc2)oc2ccccc12	2
CCN1C=C(C(=O)OC)C(c2cc3c(cc2Br)OCO3)C(C(=O)OC)=C1	-4
O=C(O)CCCCCNS(=O)(=O)c1ccc(Cl)cc1	3
Cc1ccc(NC(=O)CCCn2nc([N+](=O)[O-])c(Br)c2C)cc1C	-14
NC(=O)c1c(N=c2oc3ccc(Cl)cc3cc2C(N)=O)sc2c1CCCC2	-90
CC(NC(=O)c1nn2c(C(F)(F)F)cc(-c3cccs3)nc2c1Cl)C1CC2CCC1C2 (stereo unspecified)	9
CCCC(=O)c1cc(F)c(N2CCOCC2)cc1C	0&-8
CC1=C(C(N)=O)C(c2ccco2)C(C(N)=O)=C(C)N1	-5&-6
COc1ccc(C2N(C(CN3CCCC3)=NS(=O)(=O)c3ccc(C)cc3)CCN2S(=O)(=O)c2ccccc2)cc1 (stereo unspecified)	-2
N#Cc1nc(COc2ccc(Cl)cc2)oc1NCc1ccc2c(c1)OCO2	5
Continued.
SMILES	14-3-3 PPI
O=c1c2ccccc2c(=O)c2c1c(N1CCCCC1)cc1oc3ccccc3[nH]c12	-3
CC(=O)NC(Cc1c[nH]c2ccccc12)C(=O)OCC(=O)Nc1cc(C)on1 (stereo unspecified)	1
CCn1c(COc2cccc3ccccc23)nnc1SCC(N)=O	-10
N#Cc1cc(-c2cccnc2)no1	-6
COc1ccc(NC(=O)c2ccc(Cl)cc2)c([N+](=O)[O-])c1	-1
Cc1ccc(CCC2C3=C(CCCC3=O)OC3=C2C(=O)CCC3)cc1	4
CCCN(CCC)C(=O)CSc1nc2ccsc2c(=O)n1-c1ccc(Br)cc1	5
CC(=O)Nc1cc(C(=O)NCCc2ccc(C)cc2)ccc1Sc1ccc(C)cc1	-5
CC(C)CN(C(=O)COC(=O)Cn1cnc2ccccc2c1=O)C1CCS(=O)(=O)C1 (stereo unspecified)	0
Clc1ccc(Cl)c(-c2ccc(/C=N/c3ncn[nH]3)o2)c1	2
Cc1ccc(C(=O)Nc2ccc(NC(=O)c3ccco3)c(Cl)c2)cc1[N+](=O)[O-]	1
COc1ccccc1N1CCN(C(=O)c2cccc([N+](=O)[O-])c2)CC1	5
CC12CC3(C)CC(CN)(C1)CC(CCN)(C2)C3	-9
COc1ccc(Cl)cc1N(C)C(=O)CCc1nc(-c2ccc(C)cc2)no1	-3
CCSc1nnc(NC(=O)CSc2nnc(Cc3cccn3C)n2-c2ccc(F)cc2)s1	-10
O=C(NCCOC12CC3CC(CC(C3)C1)C2)c1cc([N+](=O)[O-])ccc1Cl	12
CCC(=O)N1CCc2cc(Br)cc(S(=O)(=O)CCC(=O)N3CCN(c4cccc(Cl)c4)CC3)c21	0
CCOc1ccc(N2C(=O)C3C4C=CC(C4=C(c4ccccc4)c4ccccc4)C3C2=O)cc1 (stereo unspecified)	-10
Fc1ccc(C2=NN(c3cccc(F)c3)C(c3cccs3)C2)cc1 (stereo unspecified)	10
Cc1noc(C)c1S(=O)(=O)N1CCCC(C(=O)Nc2cccnc2)C1 (stereo unspecified)	-5
CC(=O)N1CCc2cc(Br)cc(S(=O)(=O)NCCN3CCCCC3C)c21 (stereo unspecified)	-5&-7
Cc1cccc(NC(=O)C2CCN(S(=O)(=O)c3cccc4cccnc34)CC2)c1	5
COc1ccc(-c2noc(CN(C(=O)c3ccc(OC(C)=O)cc3)C(C)C)n2)cc1OC	9
CC(=O)Nc1ccc2oc(-c3cccc(I)c3)nc2c1	-8
O=C(Nc1ccccc1C(F)(F)F)c1cc(S(=O)(=O)N2CCOCC2)ccc1F	-5

Laid out differently: entries from further up.
SMILES,14-3-3 PPI
O=c1c2ccccc2c(=O)c2c1c(N1CCCCC1)cc1oc3ccccc3[nH]c12,-3
CC(=O)NC(Cc1c[nH]c2ccccc12)C(=O)OCC(=O)Nc1cc(C)on1 (stereo unspecified),1
CCn1c(COc2cccc3ccccc23)nnc1SCC(N)=O,-10
N#Cc1cc(-c2cccnc2)no1,-6
COc1ccc(NC(=O)c2ccc(Cl)cc2)c([N+](=O)[O-])c1,-1
Cc1ccc(CCC2C3=C(CCCC3=O)OC3=C2C(=O)CCC3)cc1,4
CCCN(CCC)C(=O)CSc1nc2ccsc2c(=O)n1-c1ccc(Br)cc1,5
CC(=O)Nc1cc(C(=O)NCCc2ccc(C)cc2)ccc1Sc1ccc(C)cc1,-5
CC(C)CN(C(=O)COC(=O)Cn1cnc2ccccc2c1=O)C1CCS(=O)(=O)C1 (stereo unspecified),0
Clc1ccc(Cl)c(-c2ccc(/C=N/c3ncn[nH]3)o2)c1,2
Cc1ccc(C(=O)Nc2ccc(NC(=O)c3ccco3)c(Cl)c2)cc1[N+](=O)[O-],1
COc1ccccc1N1CCN(C(=O)c2cccc([N+](=O)[O-])c2)CC1,5
CC12CC3(C)CC(CN)(C1)CC(CCN)(C2)C3,-9
COc1ccc(Cl)cc1N(C)C(=O)CCc1nc(-c2ccc(C)cc2)no1,-3
CCSc1nnc(NC(=O)CSc2nnc(Cc3cccn3C)n2-c2ccc(F)cc2)s1,-10
O=C(NCCOC12CC3CC(CC(C3)C1)C2)c1cc([N+](=O)[O-])ccc1Cl,12
CCC(=O)N1CCc2cc(Br)cc(S(=O)(=O)CCC(=O)N3CCN(c4cccc(Cl)c4)CC3)c21,0

Next section.
SMILES	14-3-3 PPI
O=C(CNc1ccccc1)N1c2ccccc2Sc2ccccc21	-5
CC(=O)OCC(=O)[C@H]1CC[C@H]2[C@@H]3CCC4=CC(=O)CC[C@]4(C)[C@H]3CC[C@]12C	-3
CC(C)(C)c1ccc(-c2nnc3sc(-c4ccncc4)nn23)cc1	-15
Cc1nc2c(C(=O)N3CCCC3)cnn2c(C)c1Cc1ccccc1	0
CCCOc1ccc(C(=O)Cc2ccccc2)cc1	3
CCCC1CCC(c2ccc(C#N)cc2)CC1 (stereo unspecified)	1
CCCCc1ccc(-c2ccc(Br)cc2O)nc1	-6
Cc1ccc(-c2csc(Nc3c(C)n(C)n(-c4ccccc4)c3=O)n2)cc1	-58
CCOc1ccc(NC(=O)c2cnc(N3CCN(c4ccccc4OC)CC3)c3ccccc23)cc1	8
CCOC(=O)c1cc2c(c(CSc3nc4ccccc4c(=O)n3C3CC3)c1)OCOC2	0
O=C(Nc1ccccc1)c1cccc(N2CCCC2=O)c1	-9
O=C(C1CCC(C(=O)N2CCCCC2)CC1)N1CCCCC1 (stereo unspecified)	7
N#Cc1nc(-c2ccc(F)cc2)oc1NCc1cccc2c1OCO2	-1
CC1CC(C)CN(c2nc3c(c(=O)[nH]c(=O)n3C)n2CCCSc2nc3ccccc3s2)C1 (stereo unspecified)	-4
NC(=O)c1ccccc1NS(=O)(=O)c1ccc(F)cc1	6
CCN1CCCC1CN(Cc1cc2cc(C)ccc2[nH]c1=O)C(=O)Nc1ccccc1OC (stereo unspecified)	-7
O=C(NC1CCCC1)C(c1ccccc1)N(Cc1ccccc1)c1ccccc1 (stereo unspecified)	-3
Cn1c(=O)n(C)c2cc(S(=O)(=O)N3CCOCC3)ccc21	-8&4
CCc1ccc(OCC(=O)n2cc(C(=O)OC)c3ccccc32)cc1	-75
CCOC(=O)c1c(C)c2c(n1C)CCC/C2=N\O	2
c1ccc(Cn2c(Nn3cnnc3)nc3ccccc32)cc1	-13
COc1ccccc1-c1csc(NC(=O)c2cc(-c3ccccc3)nc3ccccc23)n1	-8
N#CC(C(=O)OC1CCCCC1)c1nc2ccccc2nc1N1CCOCC1 (stereo unspecified)	-4
COc1cccc(-c2nnc(SCC(=O)N3CCOCC3)o2)c1	-14
COc1cc(C(=O)NCCC(=O)O)cc(OC)c1OC	6

A stretch taken from the entries so far:
SMILES	14-3-3 PPI
c1ccc(Cn2c(Nn3cnnc3)nc3ccccc32)cc1	-13
COc1ccccc1-c1csc(NC(=O)c2cc(-c3ccccc3)nc3ccccc23)n1	-8

More records follow.
SMILES	14-3-3 PPI
COc1ccc(Nc2nc(=S)[nH]c3cc(OC)c(OC)cc23)cc1	-7
CCc1ccc(S(=O)(=O)N2CCSC2c2ccc(Cl)cc2)cc1 (stereo unspecified)	2
CCCCC1CCC(C(=O)Nc2c3c(nn2-c2ccc(F)cc2)CS(=O)(=O)C3)CC1 (stereo unspecified)	0
C=CCNC(=O)C1CC(=O)N(c2ccc(OCC(=O)NCc3ccccc3)cc2)C1 (stereo unspecified)	-8
O=C(NCC1CCCO1)c1cc(Sc2ccc(F)cc2)nc2ccccc12 (stereo unspecified)	-1
Cc1ccc(/C(O)=C2\C(=O)C(=O)N(CCCn3ccnc3)C2c2cccc([N+](=O)[O-])c2)cc1 (stereo unspecified)	-2
COc1cc(Nc2cc(C)nc3ncnn23)cc(OC)c1	-1&-2
COc1cccc(OC)c1C(=O)N1CCOCC1	-7
Cc1cccc(NC(=O)CNS(=O)(=O)c2ccc(Br)s2)c1	-7
Cc1ccc2c(c1)c1c3n2CCN(C(=O)C2CC2)C3CCC1 (stereo unspecified)	-1
CCOC(=O)N(C)c1ccc(C(O)(C(F)(F)F)C(F)(F)F)cc1	-1
CC(C)(C)C1=C(C#N)C(c2cc3c(cc2Br)OCO3)C(C#N)=C(N)O1 (stereo unspecified)	-1
CC(C)c1nnc(NC(=O)c2ccccc2)s1	-5
CCC(C)NC(=O)CN1C(=O)CSc2ccc(S(=O)(=O)N(C)C3CCCCC3)cc21 (stereo unspecified)	-3
CC(NC(=O)CNC(=O)OCc1ccccc1)C(=O)N1CC(O)CC1C(=O)OCc1ccccc1 (stereo unspecified)	5
CCN(CC)CCCN1C(=O)C(=O)/C(=C(/O)c2ccc3c(c2)CC(C)O3)C1c1cccnc1 (stereo unspecified)	-6
COCCNC(=O)c1sc2nc(-c3ccccc3)cn2c1C	-2
Cc1cccc(-c2c3c(=O)n(C)c(=O)n(C)c3cn2C(C)C)c1	-1
CCOc1ccc(C=Nc2ccc([N+](=O)[O-])cc2)cc1	6
O=c1[nH]snc1N1CCOCC1	-3
CC1CCN(C(=O)C23CC4CC(CC(C4)C2)C3)CC1	-2
CCN(CC)c1ccc(C2C3=C(CC(c4ccco4)CC3=O)Nc3ccccc3N2C(=O)c2ccccc2)cc1 (stereo unspecified)	-19
CCCCN(C)CCNC(=O)c1cc(-c2ccc(Br)s2)nc2ccccc12	-12
O=c1c2c(nc(SCc3ccccc3)n1-c1ccc(F)cc1)CCS2	-3
CCCC(=O)Nc1sc2c(c1C(=O)Nc1ccccc1)CCC2	-9
The listing continues:
SMILES	14-3-3 PPI
O=C(CCNc1ccc(F)c(Cl)c1)c1ccco1	-3
O=C(O)CC1NC(=S)NC1=O (stereo unspecified)	2
O=C(Nc1nnc(CCN2CCCCC2)s1)C1CCCCC1	-4
O=C(NCc1ccco1)c1cc(-c2cccc(Cl)c2)on1	-4
O=C(CSc1ncnc2c1oc1ccccc12)OCc1ccccc1	-33
O=C1C(=O)N2C(=C1C(=O)N1CCOCC1)c1ccccc1CC21CCCCC1	-10
O=C(NCc1ccccn1)C1CCC(CNc2nc(=S)[nH]c3ccccc23)CC1 (stereo unspecified)	-1
O=c1c2cc3ccccc3n2cnn1Cc1ccccc1F	-6
O=C(O)CN1C(=O)C2C3C=CC(CC3)C2C1=O (stereo unspecified)	7
COC(=O)c1cccc(S(=O)(=O)N2CCN(c3nc4ccccc4s3)CC2)c1	4
O=C(Nc1ccc(C(F)(F)F)cc1)c1cc(S(=O)(=O)N2CCCC2)ccc1F	-3
COc1cccc(-c2cn3c4c(=O)n(C)c(=O)n(C)c4nc3n2Cc2ccccc2)c1	-4
Cc1ccc(S(=O)(=O)NCCN=Cc2c[nH]c3ccccc23)cc1	-6
COc1ccccc1CNC(=O)c1ccc(Cn2c(=O)c3ccccc3n(Cc3ccccc3F)c2=O)cc1	5
Cc1ccc(NC(=O)CN2C(=O)NC3(CCC(C)CC3)C2=O)c(Cl)c1 (stereo unspecified)	3
O=C1C=CC(=NS(=O)(=O)c2ccc(Cl)cc2)c2ccccc21	-47
COc1ccc(C2(C(=O)Nc3ccc(C(=O)NC(C)(C)C)cc3)CCOCC2)cc1	-2
Cc1cccc(C)c1NC(=O)CSc1nnc(-c2ccoc2C)n1C	-11
Cc1ccc(CCNC(=O)Cn2nc(-c3ccc(Cl)cc3)ccc2=O)cc1	7
Cc1ccc(NC(=O)c2ccc(F)c(S(=O)(=O)N3CCOCC3)c2)cc1F	-4
CCn1c2ccccc2c2nnc(SCC(=O)N(c3ccccc3)c3ccccc3)nc21	1
CCOC(=O)c1ccc(NC(=O)CCS(=O)(=O)c2ccc(Br)s2)cc1	-12
CCOC(=O)c1cnc2c(OC)cccc2c1Nc1ccccc1C(=O)OC	-9
CN(C)CCC(=O)Nc1c2c(nc3ccccc13)N(C)CC2	-6
NC(=O)c1cc2ccccc2oc1=Nc1cccc(C(F)(F)F)c1	8
Cc1cc(C)c(NC(=O)CN2CCN(C)CC2)c(C)c1	0

Only part of the results is shown. The share of hits here may be higher or lower than overall.
